# Screening data from PubChem BioAssay.
# TbPYK inhibitor – inhibitors of Trypanosoma brucei pyruvate kinase; Q57TT1; TbPYK enzyme, Kinase-Glo Plus ATP luminescence, 45 min; Potency, µM (doses to about 76.8 µM), for the others: top-dose activity, negative = inhibition, most hits filed as inhibitors; 0.12% of 410,000 active; AID 624173; also: potency is read from the fitted curve at half-maximal effect; % is scaled to controls: 0 for no effect and ±100 for the full control effect; nearly all actives have a fitted effect of over 50% in size
#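 TbPYK + substrate in 50 mM TEA pH 7.2, 100 mM KCl, 10 mM MgCl2, 0.05% BSA, 0.01% Tween-20; cpd pinned; ADP 130 uM final; 45 min RT; Kinase-Glo Plus 10 min; luminescence endpoint.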
# AmpC no deterg – AmpC beta-lactamase inhibition without detergent. AID 485341. AmpC nitrocefin hydrolysis, absorbance 480 nm, 0.0001% Triton. P00811. 0.52% of 330,000 active. Potency, µM (series often up to 57.1 µM), for the others: at the highest dose activity change, negative = inhibition, actives largely listed as inhibitors;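 also: potency is read from the fitted curve at half-maximal effect; plate controls were no compound for no effect and no enzyme for full effect; nearly all actives have a fitted effect of over 20% in size; some results filed as inactive show a strong effect at the top dose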
# Target sequence (P00811 whole entry, looked up): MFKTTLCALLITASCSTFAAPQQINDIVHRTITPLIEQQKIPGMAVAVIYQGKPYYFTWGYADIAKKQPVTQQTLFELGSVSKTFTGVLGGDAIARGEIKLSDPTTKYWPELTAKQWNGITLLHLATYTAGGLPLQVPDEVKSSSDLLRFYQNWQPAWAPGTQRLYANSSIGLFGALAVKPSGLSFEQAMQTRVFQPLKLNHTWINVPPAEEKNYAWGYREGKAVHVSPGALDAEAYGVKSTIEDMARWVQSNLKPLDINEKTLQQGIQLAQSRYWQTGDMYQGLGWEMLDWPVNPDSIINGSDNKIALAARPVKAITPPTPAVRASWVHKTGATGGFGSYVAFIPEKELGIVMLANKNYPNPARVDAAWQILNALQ
#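 AmpC (5.3 nM in the dispensed reagent) in 20 mM phosphate pH 7.0 with 0.01% (detergent screen) or 0.0001% Triton X-100 was preincubated with compounds for 15 min at room temperature. Nitrocefin was then added from an 800 uM solution, and hydrolysis was followed at 480 nm.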
# Pf growth 48h – inhibits P. falciparum growth in the first generation, 48 h. Potency, µM (series often up to 28.7 µM), without a hit: at the highest dose activity change, negative = inhibition, most hits filed as inhibitors. 5.9% of 310,000 active. AID 504832. P. falciparum luciferase growth in erythrocytes, 48 h; also: potency is read from the fitted curve at half-maximal effect; % is scaled to controls: 0 for no effect and ±100 for the full control effect
#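 Here the parasites carry a stable luciferase gene and grow inside erythrocytes in Albumax-based RPMI medium with compound for one erythrocytic cycle. Activity is scored as loss of luminescent signal.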
# Cycloheximide cs – counter-screen for Shiga toxin inhibitors: cycloheximide protein synthesis inhibition | 12% of 300,000 active | cell reporter, cycloheximide protein synthesis inhibition counterscreen | max response, %; in the data active = max response mostly above about 13%, no sharp cut-off; inactive = mostly below about 14%; also: read at 38.3 µM for the half of the compounds with a filed dose; 0% is about no effect
# Pf growth 96h – P. falciparum growth inhibition at 96 hours; P. falciparum luciferase reporter growth, 96 h; 6.9% of 320,000 active; AID 504834; Potency, µM (titrated, usually from 28.7 µM), without a hit: top-dose activity change, negative = inhibition, hits mostly inhibitors; also: potency is read from the fitted curve at half-maximal effect; % is scaled to controls: 0 for no effect and ±100 for the full control effect
#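 Parasite growth measured via integrated firefly luciferase reporter in P. falciparum. Infected erythrocytes at 2% hematocrit, 0.05% parasitemia final were treated 96 hours at 37 C under 5% CO2, and luminescence was read.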
# LmPK inh – blocks Leishmania mexicana pyruvate kinase activity | Q27686 | purified LmPK, Kinase-Glo ATP luminescence, 1 h | Potency, µM (top dose mostly 57.5 µM), for the others: at the highest dose activity change, negative = inhibition, most hits filed as inhibitors | 0.37% of 290,000 active | AID 1721; also: potency is read from the fitted curve at half-maximal effect; % is scaled to controls: 0 for no effect and ±100 for the full control effect
# Target sequence (Q27686 whole entry, looked up): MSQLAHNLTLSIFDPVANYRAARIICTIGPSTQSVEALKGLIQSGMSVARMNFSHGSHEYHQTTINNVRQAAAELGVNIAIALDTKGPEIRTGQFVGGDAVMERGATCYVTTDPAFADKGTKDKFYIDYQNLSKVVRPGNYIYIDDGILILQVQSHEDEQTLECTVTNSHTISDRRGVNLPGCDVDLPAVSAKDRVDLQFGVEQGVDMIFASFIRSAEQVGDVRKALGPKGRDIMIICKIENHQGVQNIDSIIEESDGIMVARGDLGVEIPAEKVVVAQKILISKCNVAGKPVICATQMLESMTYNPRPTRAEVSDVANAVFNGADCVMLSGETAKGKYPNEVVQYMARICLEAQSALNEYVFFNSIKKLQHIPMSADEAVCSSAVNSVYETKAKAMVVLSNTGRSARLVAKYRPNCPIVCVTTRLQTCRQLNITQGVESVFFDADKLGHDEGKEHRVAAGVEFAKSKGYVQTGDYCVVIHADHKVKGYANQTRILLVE
#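 ATP generated from ADP (0.1 mM) and PEP (0.5 mM) by 0.1 nM LmPK over 1 h at room temperature (pH 7.2 imidazole buffer) was detected by coupled luciferase luminescence. Values were normalized to uninhibited and no-enzyme wells.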
# Shiga toxin inh – blocks Shiga toxin action in Vero cells | 9.2% of 290,000 active | Vero cells, Shiga toxin protein synthesis inhibition reporter | inhibition, % at 38.7 µM; in the data active = inhibition mostly above about 28%, no sharp cut-off; inactive = mostly below about 43%; also: 0% is about no effect
# The depositor's hits bear a star; ? = inconclusive; . = not tested or not shown; & = joins results of further samples; [ ] = another dose, or the depositor's remark. Unless noted, calls follow the shape of the dose curve; as a rule, active = well fitted curve in the direction sought with a large enough effect; inconclusive = small, poorly fitted or top-dose-only effect, or another doubt; inactive = no such curve, though single readings can be large; an effect the other way counts as inactive or inconclusive.
SMILES,TbPYK inhibitor,AmpC no deterg,Pf growth 48h,Cycloheximide cs,Pf growth 96h,LmPK inh,Shiga toxin inh
COc1cccc(CC(=O)OCC(=O)NC(=O)c2ccc(OC(F)F)cc2)c1,0%,18%,36%[activator],.,?,.,.
CCOC(=O)c1c(NC(N)=O)nc2n1CCC2,1%,-12%,15%,-2,-1%,-8%,2
Cc1cc(C)c(OCC(=O)Nc2ccccn2)c([N+](=O)[O-])c1,-2%,-19%,21%,-1,14%,8%,17
CC(=O)c1ccc(OCCNS(=O)(=O)c2ccc(-n3cnnn3)c(C)c2)cc1,0%,-9%,-3%,-4,-14%,4%,19
Cc1ccc(C2=NCN(c3ccc(C(=O)O)cc3)C(=S)N2)cc1,.,-18%,74%[activator],39*,31%[activator],0%,98
Cc1ncc([N+](=O)[O-])n1CCOC(N)=O,4%,0%,6%,-2,44%[activator],4%,-4
Cc1ccc2nc(NC(=O)CSc3nc(=O)n(CCN(C)C)c4c3CCCC4)sc2c1,-2%,120%[activator],?,.,?,.,.
COc1ccc(CCN2CC34C=CC(O3)C(C(=O)NCc3ccccc3)C4C2=O)cc1OC (stereo not drawn),6%,75%[activator],9%,1,73%[activator],-10%,-10
CN(C)S(=O)(=O)c1ccc(Cl)c(NC(=O)CN2C(=O)NC3(CCCC3)C2=O)c1,-10%,-11%,-7%,-3,-6%,8%,-4
CCCCCc1c(O)c2ccccc2[nH]c1=O,-25%,-14%,11%,4,-17%,-4%,-12
CCCn1c(SCC(=O)NCCc2ccc(Cl)cc2Cl)n[nH]c1=O,-4%,-3%,7%,-3,?,-5%,-21
COc1cccc(-c2cc(C(F)(F)F)n3nc(C(=O)N4CCC5(CC4)OCCO5)cc3n2)c1,2%,0%,?,-1,22%,10%,-14
Cc1ccc(O)c(C(=O)/C=C/c2ccc3c(c2)OCCCO3)c1,-9%,-16%,89%[activator],81*,?,-21%,155*
COc1cc(/C=N/Nc2ccc3ccccc3c2)ccc1OC(=O)c1ccco1,3%,-38%,?,29*,?,1%,41*
CC[C@H]1c2[nH]c3ccccc3c2C[C@@H]2C(=O)N(c3ccc(F)cc3)C(=O)N21,1%,-9%,?,.,?,.,.
Cc1ccc(N2NC(C)(c3cccs3)NC2=S)cc1 (stereo not drawn),-3%,-22%,17%,31*,?,6%,74*
CCN(CC(=O)Nc1ccccc1C(F)(F)F)C(=O)CN1C(=O)NC2(CCCC2)C1=O,8%,-2%,-9%,.,14%,.,.
Cc1ccc(NC(=O)CC(NC(=O)c2ccccc2Cl)c2ccccc2)nc1 (stereo not drawn),-6%,-14%,-7%,.,-18%,.,.
COc1ccc(NC(=O)NC2CCCCCCC2)cc1OC,2%,-21%,34%,39*,?,-4%,48
Cc1ccc(OCn2c(=O)sc3ccccc32)cc1,8%,-37%,48%[activator],47*,.,-10%,65*
CCOc1cccc2sc(=NC(=O)CCS(=O)(=O)c3ccc(F)cc3)n(C)c12,0%,-9%,?,.,-13%,.,.
Cc1ccc(CNC(=O)c2ccc(CS(=O)Cc3cccc(Cl)c3)o2)cc1 (stereo not drawn),3%&-3%,51%,-2%,5,1%,2%,-6
CC(C)Oc1ccc(C(=O)NNC(=O)c2ccccc2C(=O)O)cc1,7%,-18%,23%,17*,78%[activator],-1%,30
COc1cc(/C=N/N=C2/NC(=O)C(Cc3ccccc3)S2)ccc1O (stereo not drawn),13%,-59%,-26%,33*,?,-3%,99*
C=CCn1c(SC(CCO)C(=O)NCc2ccco2)nc2sc3c(c2c1=O)CCC3 (stereo not drawn),-9%,23%,-5%,-2,3%,4%,-16

# More structures follow:
SMILES,TbPYK inhibitor,AmpC no deterg,Pf growth 48h,Cycloheximide cs,Pf growth 96h,LmPK inh,Shiga toxin inh
CC1CN(C(=O)c2cc3c(=O)n4ccccc4nc3n2C)CC(C)O1 (stereo not drawn),0%,-2%,-9%,8,?,1%,-3
CC(Oc1ccc(Cl)cc1)C(=O)N(C)CC(=O)Nc1ccc(N2CCOCC2)cc1 (stereo not drawn),2%,30%,-14%,1,-19%,-1%,-1
Cn1nc(C(C)(C)C)c(NC(=O)c2ccc(F)cc2)c1C(C)(C)C,-2%,-6%,26%,0,7%,5%,-2
CC(=O)Cn1ncc(N2CCCCC2)c(Cl)c1=O,2%,-18%,40%[activator],21*,45%[activator],0%,47
CCC(C)c1ccc(NC(=S)NCc2ccccn2)cc1 (stereo not drawn),-7%,-1%[2.29 µM],-7%,17*,?,-3%,57*
Cc1c(NC(=O)OC(C)C)sc(=S)n1C,2%,-17%,8%,-2,2%,-1%,-1
O=c1[nH]n(-c2ccccc2Cl)c(=O)c2ccccc12,-8%,-9%,11%,-1,30%[activator],4%,22
COCCC(=O)N1CCC(Oc2ccc(C(=O)NCCC3=CCCCC3)cc2)CC1,0%,99%[activator],-8%,19*,?,2%,29
O=C(NNC(=O)c1c(O)c2ccccc2[nH]c1=O)c1ccccc1,0%,-26%,26%,-2,?,-4%,5
COc1ccc(C(=O)N2CCN(c3ccccc3)CC2)cc1S(=O)(=O)N1CCOCC1,-1%,53%,5%,1,3%,2%,-4
CC(C)N(C(=O)Cn1c(-c2ccccc2Cl)nc2ccccc21)c1ccccc1,-5%,29%,?,9,?,1%,-6
COc1ccc(OCc2cc(C(=O)N3CCN(CC4CC4)CC3)no2)c(Cl)c1,1%,131%[activator],14%,52*,?,2%,55*
CCSC1=N/C(=C\c2ccc(-c3ccccc3[N+](=O)[O-])o2)C(=O)S1,1%,-33%,-7%,14,-17%,3%,26
CC(C)OCCCNc1nc2c([nH]1)c(=O)n(C)c(=O)n2C,2%,-15%,13%,-12,.,0%,-15
Cc1ccc(-c2nc3ccccc3[nH]c2=O)cc1,3%,-30%,146%[activator],25*,111%[activator],-2%,21
Cc1cc(CN2CCCCC2C(=O)Nc2ccc(Oc3cccnc3)cc2)oc1C (stereo not drawn),3%,79%[activator],?,21*,?,-3%,43*
COc1ccccc1C(C)NCC(=O)NCc1ccc(C)cc1 (stereo not drawn),-11%,34%,1%,-1,6%,3%,-5
O=C(OCc1nc(-c2ccccc2)oc1COC(=O)c1ccco1)c1ccco1,-7%,2%,22%,12,?,2%,17
CC(=O)c1cc2c(C)cc(=O)oc2cc1O,-1%,-15%,10%,6,.,-5%,-11
CC(CN1CCN(Cc2ccccc2)CC1)OC(=O)c1ccco1 (stereo not drawn),-4%,0%,-1%,5,41%[activator],-3%,13
COc1ccc(C(=O)CSc2ccc(-c3ccco3)nn2)cc1,-21%,-41%,-7%,-4,?,1%,-2
N#Cc1c(NCCO)ccc([N+](=O)[O-])c1NCCO,-18%,-10%,5%,1,12%,1%,-9
[O]=[Bi][O]C(=O)[O][Bi]=[O],2%,.,?,.,?,.,.
CCCc1c(O)nc(SCC(=O)N2CCCCC2)[nH]c1=O,3%,-4%,-7%,-1,0%,-3%,8
Cc1ccc(C)c(S(=O)(=O)N2CCN(C(=O)c3n[nH]c(=O)c4ccccc34)CC2)c1,9%,-14%,?,.,?,.,.

# (further entries)
SMILES,TbPYK inhibitor,AmpC no deterg,Pf growth 48h,Cycloheximide cs,Pf growth 96h,LmPK inh,Shiga toxin inh
CCOc1ccc(C(=O)N2CCC3(CC2)NCCc2[nH]cnc23)cc1OCC,-5%,-4%,32%[activator],5,31%[activator],-4%,-4
O=[N+]([O-])c1ccc(N2CCN(Cc3ccncc3)CC2)cc1,3%,-10%,24%,-3,19%,1%,-7
O=C(c1cc([N+](=O)[O-])ccc1N1CCOCC1)N1CCN(c2ccc([N+](=O)[O-])cc2)CC1,-28%,-8%,?,.,9.3µM*,.,.
O=C(CCCCCN1C(=O)CCC1=O)Nc1ncn[nH]1,-7%,-27%,1%,-1,.,-1%,-10
COc1ccc(/C=C/C(=O)N[C@@H](C)C(=O)O)cc1,11%,-7%,-2%,-5,7%,-4%,6
Cc1cccn2c(=O)c(C=Nc3ccccc3)c(NCCO)nc12,-2%,-17%,24%,-8,-14%,3%,-2
CCOC(=O)C1CCCN(C(=O)/C(=C/c2ccco2)NC(=O)c2ccccc2)C1 (stereo not drawn),-11%,13%,?,-5,-15%,0%,30
Cn1c(SCC(=O)N2CCN(S(=O)(=O)c3ccccc3)CC2)nc2ccccc21,-5%,1%,?,10,?,1%,-18
CCOC(=O)C(CC)n1cnc2c(cnn2-c2ccc(Cl)cc2)c1=O (stereo not drawn),2%,-3%,1%,4,.,3%,-10
O=C(c1cn(CC(=O)N2CCCC2)c2ccccc12)C1CCCCC1,5%,21%,21%,-5,-2%[5.75 µM],3%,-21
COCCCn1c(SCC(=O)NC2CCCC2)nnc1-c1cccs1,2%,-5%,1%,-3,-12%,-7%,-12
CCOC(=O)N1CCN(CC(=O)Nc2ccc([N+](=O)[O-])cc2C(=O)Nc2ccccc2F)CC1,-5%,13%,12µM*,-1,?,3%,-5
CC12CCC(C(=O)NCCN3CCCCC3)(CC1=O)C2(C)C (stereo not drawn),-1%,-3%,13%,-3,?,-1%,23
Oc1c(Cl)cc(Cl)cc1C=Nc1ccc(Br)cc1,-6%,-43%,?,4,65%[activator],-10%,-18
COc1ccc(-n2c(Cc3cccn3C)nnc2SCC(=O)Nc2ccccc2C)cc1,-5%,56%,.,0,6.6µM*,8%,-9
COc1ccccc1N1CCN(C(=O)CN(c2cc(C)cc(C)c2)S(C)(=O)=O)CC1,0%,130%[activator],-21%,-10,31%[activator],3%,-27
COc1ccc2[nH]c3c(NCCN4CCCCC4)ncnc3c2c1,.,-5%,2.1µM*,6,20%,-1%,4
COc1ccc(C(CNC(=O)c2ccc(N3CCCC3=O)cc2)N2CCCC2)cc1 (stereo not drawn),-5%,-12%,?,.,?,.,.
Cc1ccc(OCCn2ncc3ccccc3c2=O)c(C)c1,5%,-8%,-22%,15*,-23%,3%,26
O=C(Nc1ccccn1)c1ccc(C(=O)c2ccccc2)cc1,-3%,-37%,92%[activator],.,215%[activator],.,.
COC(C(=O)Nc1ccnn1C1CCN(Cc2nccs2)CC1)c1ccccc1 (stereo not drawn),3%,-16%,22%,2,-17%,-2%,10
Cc1cc(F)ccc1S(=O)(=O)Nc1ccccc1C(=O)NC1CCN(Cc2ccccc2)CC1,-2%,23%,2.9µM*,.,3.3µM*,.,.

# Quoted at random: 5 compounds from above
SMILES,TbPYK inhibitor,AmpC no deterg,Pf growth 48h,Cycloheximide cs,Pf growth 96h,LmPK inh,Shiga toxin inh
Cc1cccn2c(=O)c(C=Nc3ccccc3)c(NCCO)nc12,-2%,-17%,24%,-8,-14%,3%,-2
COc1ccc(-n2c(Cc3cccn3C)nnc2SCC(=O)Nc2ccccc2C)cc1,-5%,56%,.,0,6.6µM*,8%,-9
COc1ccc2[nH]c3c(NCCN4CCCCC4)ncnc3c2c1,.,-5%,2.1µM*,6,20%,-1%,4
O=[N+]([O-])c1ccc(N2CCN(Cc3ccncc3)CC2)cc1,3%,-10%,24%,-3,19%,1%,-7
O=C(CCCCCN1C(=O)CCC1=O)Nc1ncn[nH]1,-7%,-27%,1%,-1,.,-1%,-10
